ADAM10 inh – inhibits human ADAM10 | recombinant ADAM10, EDANS/DABCYL FRET peptide cleavage, 3 h | inhibition, % at 7 µM | 0.62% of 370,000 active | AID 720582;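 active = inhibition above a per-campaign cutoff equal to the mean of compounds falling between control-based bounds plus 3 SD, cut at about 20% in these data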;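 also: 0% = DMSO wells while the 100% control is not disclosed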
hcDAF-12 act – activates DAF-12 receptor from parasite H. contortus; 1.4% of 370,000 active; activation, % at 6.8 µM; HEK293 hcDAF-12 lit1-tk-luc reporter, luminescence; 0% DMSO, 100% Δ7-dafachronic acid;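 active = activation above the mean of all tested compounds plus 3 SD, cut at about 5.5% in these data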;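 also: 100% = response to 3 µM Δ7-dafachronic acid high control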
ADAM17 inh – ADAM17 inhibition, QFRET primary screen | P78536 | recombinant ADAM17, EDANS/DABCYL FRET peptide cleavage | inhibition, % at 6.95 µM | 0.83% of 370,000 active | AID 720648;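 active = inhibition above the mean of compounds lying between control limits plus 3 SD, set per campaign, cut at about 8.5% in these data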;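 also: 0% = DMSO-only wells as the low control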
Target sequence (P78536 215-824 limits assumed): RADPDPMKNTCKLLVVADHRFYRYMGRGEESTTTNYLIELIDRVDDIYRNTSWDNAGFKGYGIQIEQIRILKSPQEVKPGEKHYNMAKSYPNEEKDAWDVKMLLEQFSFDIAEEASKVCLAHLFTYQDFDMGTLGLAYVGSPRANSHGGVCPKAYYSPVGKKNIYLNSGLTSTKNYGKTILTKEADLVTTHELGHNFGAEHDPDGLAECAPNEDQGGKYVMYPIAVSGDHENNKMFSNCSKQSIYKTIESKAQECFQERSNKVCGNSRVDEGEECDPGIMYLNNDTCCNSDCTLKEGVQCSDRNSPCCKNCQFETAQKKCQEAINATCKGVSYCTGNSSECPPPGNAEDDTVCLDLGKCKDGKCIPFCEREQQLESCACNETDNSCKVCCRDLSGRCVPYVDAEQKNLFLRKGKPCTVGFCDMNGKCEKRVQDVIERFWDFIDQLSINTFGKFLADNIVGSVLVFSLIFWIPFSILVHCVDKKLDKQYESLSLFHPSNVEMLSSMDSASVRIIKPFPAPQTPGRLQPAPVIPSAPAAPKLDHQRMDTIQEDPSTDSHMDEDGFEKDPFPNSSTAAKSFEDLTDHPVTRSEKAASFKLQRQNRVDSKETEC
DAX1 inh-1 – inhibitors of DAX1 repression of SF-1 activated StAR promoter; AID 652010; HEK293T StAR-luciferase reporter, SF-1/DAX-1 repression relief; 1.1% of 370,000 active; inhibition, % at 6.8 µM;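 active = inhibition above the mean over all tested compounds plus 3 SD, cut at about 3.6% in these data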;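 also: 0% = DAX-1 cells with DMSO and 100% = cells lacking DAX-1 with DMSO; higher inhibition means more luminescence from relief of DAX-1 repression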
hgDAF12 agonist – hgDAF-12 agonism, primary luciferase screen; HEK293 GAL4-hgDAF12 UAS-luciferase reporter, agonist luminescence; normalized to butyrate control; activation, % at 6.8 µM; 1.8% of 370,000 active;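 active = activation above a cutoff set at the mean of all screened compounds plus 3 SD, cut at about 10% in these data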;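 also: 0% = DMSO wells and 100% = sodium butyrate wells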
SMARCA2 activ – SMARCA2 function activation, primary screen. MG213 cells, MMTV-luciferase reporter, dexamethasone, overnight. activation, % at 9.1 µM. 1% of 370,000 active; in the data active = activation above about 7.8%;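 also: 0% = vehicle wells and 100% = reference activator wells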
DAX1 inh-2 – inhibitors of human orphan nuclear receptor DAX1 (NR0B1). HEK293 Gal4-DAX1 luciferase reporter, luminescence. P51843. AID 504766. 0.99% of 340,000 active. inhibition, % at 6.75 µM;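 active = inhibition above the mean over all tested compounds plus 3 SD, cut at about 4.2% in these data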;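 also: 0% = DAX1-transfected cells with DMSO and 100% = empty-vector control cells with DMSO; inhibition shows as a rise in luminescence from relieved DAX1 repression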
Target sequence (P51843 207-470 limits assumed): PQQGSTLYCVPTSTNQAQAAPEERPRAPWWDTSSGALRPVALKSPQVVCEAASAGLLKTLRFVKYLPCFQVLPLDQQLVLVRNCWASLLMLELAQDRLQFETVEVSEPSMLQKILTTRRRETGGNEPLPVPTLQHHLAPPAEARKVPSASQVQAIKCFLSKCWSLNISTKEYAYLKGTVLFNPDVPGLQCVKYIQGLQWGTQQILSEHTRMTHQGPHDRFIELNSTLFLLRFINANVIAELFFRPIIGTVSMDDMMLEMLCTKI
ssDAF12 agonist – S. stercoralis DAF-12 activation, primary screen; HEK293 ssDAF-12/GRIP1 lit1-tk-luc reporter, luminescence; % of 3 µM dafachronic acid response; activation, % at 6.8 µM; 1% of 370,000 active; AID 652126;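 active = activation above the mean over all tested compounds plus 3 SD, cut at about 0.9% in these data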;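 also: 0% = DMSO-only wells and 100% = 3 µM delta7-dafachronic acid wells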
NPR1 activator – GC-A (human) enzyme activation. activation, % at 10 µM. P16066. AID 1671463. HEK293 GC-A cells, cGMP TR-FRET, EC30 ANP; 0% at EC30 ANP, 100% saturating ANP. 0.14% of 370,000 active; in the data active = activation above about 40%
GAA850 FXN act – frataxin GAA850 promoter activation; 0.56% of 360,000 active; HEK293 lucGAA850 FXN promoter luciferase reporter, 24 h; percent of 10 µM SAHA response; AID 540364; activation, % at 6 µM;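 active = activation above the average of all compounds screened plus 3 SD, cutoff fixed separately per campaign, cut at about 7.5% in these data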;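 also: 0% = DMSO wells and 100% = 10 µM SAHA wells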
PG9 binder – small molecules binding HIV-1 gp120 antibody PG9. TR-FRET gp120-PG9 antibody binding. inhibition, % at 6.7 µM. 0.43% of 360,000 active. AID 624416; in the data active = inhibition above about 8.5%
* hit, by the source's call; · = not tested or not shown.

SMILES | ADAM10 inh | hcDAF-12 act | ADAM17 inh | DAX1 inh-1 | hgDAF12 agonist | SMARCA2 activ | DAX1 inh-2 | ssDAF12 agonist | NPR1 activator | GAA850 FXN act | PG9 binder
COc1ccccc1NC(=O)CSc1nnc(CC(=O)Nc2ccccc2C)n1C | -6.4 | -2.9 | -1.6 | -0.7 | -0.1 | -2.4 | 2.0 | -0.8 | -2.5 | -1.6 | -0.3
O=C(NC12CC3CC(CC(C3)C1)C2)N1CCN(c2ccccn2)CC1 | -3.2 | 0.2 | -1.1 | 0.4 | -0.8 | -1.4 | -1.1 | -1.1 | 0.0 | 4.1 | 1.4
CC1CN(c2nc3ccccc3nc2C(C#N)C(=O)NCc2ccc3c(c2)OCO3)CC(C)O1 (centres undefined) | 4.0 | -0.3 | -1.6 | 0.4 | 1.8 | -0.4 | 1.6 | -1.1 | 7.8 | -1.6 | 0.7
COC(=O)Nc1ccc(C)c(NC(=O)OC)c1 | 3.0 | 6.4* | -3.3 | -0.3 | 0.1 | 1.6 | -1.2 | -1.1 | 2.7 | 1.6 | -0.9
CCOC(=O)Cn1c(C)c(Br)c(=O)c2cccc(C)c21 | 5.9 | -0.3 | -4.6 | 0.1 | 2.5 | -0.2 | -0.9 | -1.2 | -1.1 | 0.5 | -1.7
COc1ccc(CN2CCNC(=O)C2CC(=O)N(C)Cc2nccs2)cc1OC (centres undefined) | -11.5 | 0.4 | -6.1 | -0.2 | 1.0 | -0.4 | -0.1 | -0.7 | 3.4 | 0.3 | -0.4
CCc1c(C)nc2c(OC)cccc2c1Cl | -9.2 | -0.4 | -4.4 | -0.1 | 0.0 | -0.8 | 0.0 | -1.0 | -1.3 | 4.5 | 0.2
CC(NC(=O)c1ccc(Br)cc1)C(=O)NC1=NCCS1 (centres undefined) | 2.9 | -0.3 | 3.5 | -0.3 | -2.0 | -0.7 | -1.6 | -2.1 | 2.0 | 0.4 | -0.1
CC1COCC(C)N1S(=O)(=O)c1ccc2c(c1)CCN2C(=O)C1CCC1 (centres undefined) | -5.5 | 0.0 | -1.8 | -1.0 | -0.4 | -3.7 | · | -1.0 | 1.2 | · | ·
Cc1cccc(NC(=O)CCN2C(=O)C3C4C=CC(C4)C3C2=O)n1 (centres undefined) | -5.3 | -0.4 | -4.1 | -0.5 | -3.1 | 0.9 | 1.6 | -1.5 | 2.8 | 1.8 | -0.1
CCCOC(=O)c1ccc(OCC(O)Cn2c(C)nc3ccccc32)cc1 (centres undefined) | -1.6 | -3.9 | -1.0 | -2.6 | -4.2 | -7.8 | -3.6 | -2.1 | -1.4 | -3.9 | -0.8
CC(=O)Nc1ccc(NC(=O)c2ccc(Cl)nc2)cc1 | 1.3 | 0.8 | -5.3 | -0.1 | 0.4 | -0.8 | 1.6 | -1.5 | -0.2 | 1.9 | 0.3
O=C(NCCc1ccncc1)Nc1cccc(Cl)c1 | 0.8 | -1.9 | -2.6 | -0.7 | -1.0 | -0.4 | -0.8 | -0.8 | -0.6 | -0.4 | 0.4
Cc1cc(Cl)c2c(c1)[C@]1(C(=O)N2)[C@@H]2C(=O)N(Cc3ccccc3)C(=O)[C@@H]2[C@@H]2CCCN21 | 3.2 | -1.3 | 2.7 | -0.3 | -3.4 | 1.7 | -0.3 | -1.1 | -7.8 | -3.8 | -1.4
O=S(=O)(NCc1ccccc1)NCc1ccccc1F | -2.1 | -1.8 | -0.1 | -0.1 | -1.5 | 2.9 | 0.4 | -1.9 | -1.4 | 0.5 | -0.6
C/C(=N\NC(=O)c1cccc(Br)c1)c1ccc(Br)cc1 | -3.9 | -1.6 | -1.9 | 1.5 | 1.7 | 5.5 | 0.1 | -1.0 | -4.3 | 3.4 | 0.7
CN1C(=O)c2cc(NS(C)(=O)=O)ccc2OC[C@H]2O[C@@H](CC(=O)NCc3ccc(-c4ccccc4)cc3)CC[C@@H]21 | 9.1 | 0.9 | -11.6 | 0.0 | -0.2 | -3.5 | · | -0.5 | 3.8 | · | ·
COc1ccc(CCNc2ccc(C(=O)O)cc2[N+](=O)[O-])cc1OC | 3.1 | -1.8 | -1.1 | 0.0 | -1.3 | -2.1 | 0.9 | -1.6 | -3.4 | -1.4 | -2.8
Cc1[nH]c(=O)[nH]c(=O)c1S(=O)(=O)N1CCOCC1 | 3.0 | 5.2 | -1.3 | -0.4 | 0.5 | -7.0 | 0.5 | -0.1 | 2.8 | 0.4 | -2.8
CC1CCCC(NC(=O)CSc2nccn2C)C1C (centres undefined) | -9.4 | -0.4 | -0.7 | 0.0 | 0.4 | 0.3 | 0.8 | -0.9 | 5.3 | -1.9 | 1.1
CCOc1ccc(C(=O)NC(=S)Nc2ccc(N3CCCCC3)cc2)cc1[N+](=O)[O-] | 9.8 | -3.4 | 2.5 | -0.6 | -2.1 | -3.1 | -0.2 | -1.3 | 3.3 | 3.9 | -0.2
CCCCC(=O)N(c1ccc(OC)cc1)C1C=CS(=O)(=O)C1 (centres undefined) | 1.7 | -2.0 | -3.4 | -0.4 | 4.5 | -2.5 | 1.6 | 0.0 | -16.4 | 3.1 | 2.9
COc1cc(S(=O)(=O)N2CCOCC2)ccc1NC(=O)c1cc2c(s1)CCC2 | 1.2 | 0.4 | 3.7 | -0.3 | -1.9 | -0.3 | -0.9 | -1.6 | 2.7 | -3.2 | 0.5
NNC(=O)[C@H](Cc1ccccc1)NC(=O)Nc1ccc2c(c1)OCCO2 | 5.2 | -1.4 | 1.5 | -0.3 | 1.6 | -2.4 | 0.7 | -0.8 | 7.8 | 2.6 | 1.9
Cc1cc(Cl)cc(Br)c1OCCCCn1cncn1 | -3.3 | -1.9 | -5.9 | -0.6 | -0.4 | -2.5 | -0.6 | -1.1 | 4.5 | -1.4 | 3.1
O=C(NC1CCCCC1)C(c1ccccc1F)n1c(=O)c(-c2ccco2)nc2ccccc21 (centres undefined) | -95.8 | -1.0 | -25.5 | -0.1 | -2.4 | 0.8 | · | -0.7 | -9.8 | · | 0.2
CCCCC(=O)Nc1ccccc1N1CCN(c2ccc(F)cc2)CC1 | -2.4 | -3.1 | 0.6 | -0.5 | -1.0 | -1.8 | -0.7 | -1.6 | 11.4 | 0.2 | 0.6
C/C(=N\N(c1ccccc1)c1ccccc1)c1ccco1 | -1.8 | -1.0 | -0.6 | -1.1 | 2.3 | -4.6 | 0.6 | -1.5 | -9.6 | 1.9 | 0.7
O=S1(=O)c2ccc(Br)cc2N2CCC[C@H]2CN1Cc1ccccc1 | 3.9 | -1.5 | 0.6 | -4.2 | 8.8 | -4.1 | -3.6 | -0.3 | -7.4 | -5.9 | -0.7
O=C(COC(=O)C1CC(O)CN1S(=O)(=O)c1ccc(Cl)cc1)c1ccccc1Cl (centres undefined) | -4.2 | -1.0 | -2.2 | -0.6 | 1.5 | 3.1 | 1.3 | -1.1 | -1.3 | 2.6 | -0.2

Among those listed so far, these contain an aryl thioether with sulfur outside any ring.
SMILES | ADAM10 inh | hcDAF-12 act | ADAM17 inh | DAX1 inh-1 | hgDAF12 agonist | SMARCA2 activ | DAX1 inh-2 | ssDAF12 agonist | NPR1 activator | GAA850 FXN act | PG9 binder
COc1ccccc1NC(=O)CSc1nnc(CC(=O)Nc2ccccc2C)n1C | -6.4 | -2.9 | -1.6 | -0.7 | -0.1 | -2.4 | 2.0 | -0.8 | -2.5 | -1.6 | -0.3
CC1CCCC(NC(=O)CSc2nccn2C)C1C (centres undefined) | -9.4 | -0.4 | -0.7 | 0.0 | 0.4 | 0.3 | 0.8 | -0.9 | 5.3 | -1.9 | 1.1

(listing goes on)
SMILES | ADAM10 inh | hcDAF-12 act | ADAM17 inh | DAX1 inh-1 | hgDAF12 agonist | SMARCA2 activ | DAX1 inh-2 | ssDAF12 agonist | NPR1 activator | GAA850 FXN act | PG9 binder
O=C(c1cccc(S(=O)(=O)N2CCCCC2)c1)N(CCc1ccccc1)Cc1ccccc1 | 12.4 | -1.6 | 3.1 | -1.6 | -3.4 | -3.4 | -2.1 | -1.8 | 1.0 | -3.6 | -0.3
O=S(=O)(c1cccc(NC(=S)N2CCN(c3cccc(Cl)c3)CC2)c1)C(F)F | 15.5 | -1.8 | 8.4 | -0.9 | -4.6 | -2.7 | -0.4 | -1.6 | -16.0 | -1.3 | 1.1
CC1(C)NC(=O)N(CC(=O)OCc2cc(=O)n3cc(Br)ccc3n2)C1=O | -12.1 | 3.1 | -1.9 | 0.3 | 1.1 | -1.1 | -0.4 | -1.3 | 4.7 | -0.2 | -1.7
CC1CC(=O)NN=C1c1ccc(NCCO)c([N+](=O)[O-])c1 (centres undefined) | 4.6 | -2.1 | 0.4 | 0.2 | -0.3 | 0.4 | 0.1 | -1.2 | 4.8 | 5.6 | -2.6
O=C(Nc1ccc(S(=O)(=O)NCc2ccco2)cc1)c1ccc(F)cc1 | 3.5 | -4.7 | 0.0 | -0.9 | -3.5 | -2.6 | -1.6 | -1.4 | -4.1 | 2.2 | 0.2
CCCC1=C(C(=O)OCC)C(c2sccc2C)n2ncnc2N1 (centres undefined) | -9.9 | -1.2 | -4.1 | 0.0 | -1.5 | -3.9 | 1.4 | -0.9 | -8.2 | 1.5 | 0.8
CC(=O)N1CCN(S(=O)(=O)c2cccc(C(=O)OCc3cccc(F)c3)c2)CC1 | 1.0 | -1.1 | 1.1 | -1.6 | -2.3 | -2.0 | -1.1 | -1.1 | -0.6 | 0.1 | -0.1
CN(C)C(CNC(=O)c1ccc2ccccc2n1)c1ccccc1 (centres undefined) | 4.6 | -0.4 | -1.3 | 0.5 | -0.3 | -2.1 | -0.6 | -0.6 | 0.5 | 3.5 | 0.1
COCCn1nnnc1C(c1ccc(C)cc1)N1CCN(Cc2ccc3c(c2)OCO3)CC1 (centres undefined) | 3.5 | -0.5 | -0.1 | 0.3 | -0.2 | 0.4 | 0.8 | -0.8 | -0.4 | -0.3 | -3.7
O=C(Nc1nc(SCc2ccc(F)cc2)ns1)c1ccco1 | 3.5 | -2.0 | 3.0 | 0.9 | 1.5 | 1.0 | 0.1 | -0.9 | 1.3 | 2.4 | -0.7
CCOC(=O)C(=O)Nc1nccs1 | 8.4 | -0.6 | -0.1 | 0.1 | 0.5 | 2.0 | -0.6 | -0.1 | 2.5 | 0.2 | -1.8
CC1CCN(C(=O)CN2C(=O)NC3(CCCc4ccccc43)C2=O)CC1 (centres undefined) | -3.8 | -1.6 | -6.3 | -0.3 | -1.3 | 1.1 | 0.0 | -1.1 | -0.3 | 0.3 | 2.0
CCOC(=O)c1c(NC(=O)Nc2ccc(Cl)cc2)sc(C)c1C | 5.5 | -0.7 | 2.4 | 0.1 | -1.7 | 2.4 | 1.4 | -1.5 | 2.8 | 0.3 | -0.4
CCOc1ccccc1N(CC(=O)NC1CCCC1)C(=O)CCC(=O)Nc1cc(C)on1 | 5.2 | -2.2 | 2.9 | -0.6 | 1.3 | -3.0 | 0.3 | -1.1 | -0.3 | 0.8 | 1.1
CCC(C(=O)NC1CCCC1)N(C(=O)Cn1nnc(-c2ccc(C)o2)n1)C(C)(C)C (centres undefined) | 1.3 | -0.8 | -1.6 | -0.9 | -1.3 | -1.0 | -0.5 | -1.7 | -0.7 | -1.8 | 1.2
COc1ccc(C(=O)Nn2c(SCc3ccc([N+](=O)[O-])cc3)nc3ccccc3c2=O)cc1 | 10.6 | 0.9 | 3.3 | 0.3 | 2.9 | 1.6 | -1.5 | -1.6 | 4.8 | -7.0 | 0.7

Screening results as filed in PubChem.
